aSyn UTR inh – MLPCN primary screen, SNCA 5' untranslated region. alpha-synuclein 5'UTR reporter, inhibitor activity. inhibition, % (tested at 7.5 µM). 300,000 compounds, 0.82% hits. AID 1813; in the data active = inhibition above about 60%;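 note: H4 neuroglioblastoma cells stably carrying SNCA 5'UTR luciferase fusion; 0% = DMSO wells and 100% = positive control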
TRPC6 inhibitor – mouse TRPC6 channel inhibition; Q61143; 310,000 compounds, 1.1% hits; B-score at 10 µM; HEK293-TRPC6, membrane potential dye, ACh-evoked depolarization; active compounds read low; AID 2553;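 active = B-score under library mean minus 3 SD, initial fluorescence not abnormally high, positive integrated signal ratio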;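 note: B-score derived from integrated fluorescence ratio over the kinetic read; more negative B-score means stronger inhibition of depolarization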
Target sequence (Q61143 whole entry, looked up): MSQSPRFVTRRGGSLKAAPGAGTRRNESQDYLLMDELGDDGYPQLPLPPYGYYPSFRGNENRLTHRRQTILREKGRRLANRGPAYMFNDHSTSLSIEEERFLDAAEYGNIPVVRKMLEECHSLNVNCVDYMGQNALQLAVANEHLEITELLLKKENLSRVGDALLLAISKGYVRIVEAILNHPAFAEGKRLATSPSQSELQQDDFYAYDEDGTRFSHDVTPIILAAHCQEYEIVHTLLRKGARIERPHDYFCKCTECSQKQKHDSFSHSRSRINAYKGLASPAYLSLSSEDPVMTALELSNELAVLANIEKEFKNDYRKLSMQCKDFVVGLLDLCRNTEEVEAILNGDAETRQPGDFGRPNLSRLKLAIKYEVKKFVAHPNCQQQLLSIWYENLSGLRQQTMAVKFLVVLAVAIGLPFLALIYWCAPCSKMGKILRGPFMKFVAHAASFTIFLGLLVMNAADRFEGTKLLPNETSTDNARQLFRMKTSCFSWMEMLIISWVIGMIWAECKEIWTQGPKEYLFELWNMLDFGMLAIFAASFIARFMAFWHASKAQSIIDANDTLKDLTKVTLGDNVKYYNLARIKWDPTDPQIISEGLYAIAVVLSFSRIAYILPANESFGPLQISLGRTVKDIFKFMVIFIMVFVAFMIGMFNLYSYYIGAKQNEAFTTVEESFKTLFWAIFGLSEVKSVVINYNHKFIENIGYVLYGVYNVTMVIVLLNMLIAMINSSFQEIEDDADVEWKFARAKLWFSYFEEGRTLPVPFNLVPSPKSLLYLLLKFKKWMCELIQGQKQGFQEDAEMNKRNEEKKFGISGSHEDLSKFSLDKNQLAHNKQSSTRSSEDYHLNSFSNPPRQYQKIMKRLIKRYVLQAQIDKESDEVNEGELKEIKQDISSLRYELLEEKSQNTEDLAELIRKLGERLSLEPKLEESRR
KLF5 inhibitor – kruppel-like factor 5 inhibition | DLD-1 KLF5 promoter-luciferase reporter, luminescence | 290,000 compounds, 0.23% hits | inhibition, % at 5 µM;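 active = inhibition above a per-plate limit of that plate's mean compound inhibition plus 3 SD, cut at about 60% in these data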;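 note: 0% = DMSO wells and 100% = LY294002 at 200 µM; higher means less KLF5 promoter-driven luciferase light; inactives centre near -14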
TRPC6 act – mouse TRPC6 channel activation; Q61143; HEK293-TRPC6 membrane potential dye fluorescence; active compounds read high; B-score at 10 µM; 310,000 compounds, 0.13% hits;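 active = B-score of the integrated fluorescence ratio above library mean plus 3 SD, and starting fluorescence ratio within library mean plus 5 SD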;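 note: higher score means more depolarization so channel activation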
HIF act – HIF pathway transcriptional activation; U2OS HRE-luciferase reporter, luminescence; normalized: DMSO 0%, desferrioxamine 100%; activation, % at 7.5 µM (by protocol); 300,000 compounds, 0.32% hits; AID 1910;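 active = mean activation of at least 10% of the iron chelator positive control signal, with at least half of replicates also reaching 10%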
SKKanGAS inh – blocks kanamycin growth of S. pyogenes SKKanGAS strain; 300,000 compounds, 1.3% hits; BacTiter-Glo, 6 h; inhibition, % at 7.5 µM;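 active = mean replicate score, as percent of positive control median, at least 50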;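 note: strain carries kanamycin resistance gene driven by streptokinase promoter and grows in 40 µg/ml kanamycin; loss of luminescence reflects streptokinase promoter inhibition or plain growth inhibition; 0% = median of DMSO wells and 100% = positive control at its reference dose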
IEC-6 tox – counter-screen for KLF5 inhibitors: cytotoxicity in IEC-6 cells. IEC-6 cytotoxicity, luminescence viability. inhibition, % at 5 µM. 290,000 compounds, 0.78% hits. AID 1825; in the data active = inhibition above about 22%;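 note: 0% = plate median of test compound wells and 100% = cytotoxic reference compound wells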
TRPC4 agonist – activators of mouse TRPC4 channel; B-score at 10 µM; 310,000 compounds, 0.49% hits; HEK293 TRPC4beta/mu-opioid, Fluo4 calcium fluorescence; active compounds read high; Q9QUQ5; AID 2237;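 active = B-score above 5 SD of library B-scores, and initial fluorescence ratio not above library mean plus 5 SD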;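 note: positive B-score marks a calcium rise read as TRPC4 activation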
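System: HEK293 cells stably co-expressing mouse TRPC4beta and mu-opioid receptor; Schedule: Fluo4 dye loading 45 min at room temperature, 110 s recording; Detection: Fluo4 fluorescence, kinetic; Evaluation: B-scored integrated calcium fluorescence ratio; Controls: buffer (low) and maximal DAMGO (high).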
MrgX1 antag – human MrgX1 receptor antagonism, primary screen | Q96LB2 | MRGX1-HEK293 calcium flux, Fluo-4, BAM8-22 antagonism; active compounds read low | B-score at 10 µM | 310,000 compounds, 1.3% hits;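 active = calcium-response B-score plate-corrected more than 3 library SD below zero, starting fluorescence within 5 deviations, no agonist response on first addition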;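 note: peak minus trough fluorescence over baseline after final BAM8-22 challenge near maximal dose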
TRPC4 PAM – allosterically enhances the mouse TRPC4 cation channel. HEK293 TRPC4beta/mu-opioid, DAMGO EC20, Fluo-4 Ca2+ flux; active compounds read high. 310,000 compounds, 0.42% hits. B-score at 10 µM;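 active = B-score of calcium response area above 5 SD of library B-scores, with initial fluorescence ratio within 5 SD of library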;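 note: B-score of integrated fluorescence ratio over time as area under calcium response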
TRPC4 block – blocks the mouse TRPC4 cation channel; AID 2247; B-score at 10 µM; HEK293 TRPC4beta/mu-opioid, DAMGO-evoked Fluo4 calcium flux; active compounds read low; Q9QUQ5; 300,000 compounds, 0.39% hits;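 active = B-score over 3 SD under the library average, no early fluorescence shift, positive overall ratio signal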
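Material: HEK293 cells with stable TRPC4beta plus mu-opioid receptor expression / Probe or stimulus: DAMGO in two steps, submaximal then maximal / Compound: single concentration per test compound / Technique: kinetic Fluo4 fluorescence imaging of calcium influx / Read-out: per-well B score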
* hit, by the source's call; i = inactive; nt = not tested or not shown.

entry	canonical_smiles	TRPC4 agonist	TRPC6 inhibitor	aSyn UTR inh	SKKanGAS inh	MrgX1 antag	HIF act	TRPC6 act	IEC-6 tox	TRPC4 block	TRPC4 PAM	KLF5 inhibitor
1	Cn1c(=O)c2c(nc(N/N=C/c3ccc(OC(=O)c4ccco4)cc3)n2Cc2ccccc2)n(C)c1=O	i	i	-2.5	22.6	i	0.0	i	-2.2	i	i	-21.4
2	COC(=O)c1ccc(CN2CCCC(C(=O)c3ccccc3OC)C2)cc1 (stereo not drawn)	i	i	-6.6	1.8	i	-1.1	i	-8.9	i	i	-14.1
3	COC(=O)C1NC(=O)N2C(C(=O)OC)C(C)(C)S[C@H]12 (stereo partly drawn)	i	i	29.0	7.4	i	-0.7	i	nt	i	i	nt
4	CC(C)N1C(=O)S/C(=C/c2ccc3c(c2)n(C)c(=O)n3C)C1=O	i	i	-50.6	24.9	i	0.5	i	2.4	i	i	-38.1
5	CCOc1ccc(NC(=S)NCCCN2CCN(c3ccc(OC)cc3)CC2)cc1	i	i	17.6	0.4	i	-0.2	i	8.7	i	i	16.8
6	O=C1CC(c2ccccc2)Cc2nc(NC3CC3)ncc21 (stereo not drawn)	i	i	10.9	0.7	i	0.0	i	2.0	i	i	-7.0
7	COC(=O)c1cc(NC2c3ncccc3C(=O)N2Cc2ccccc2)cc(C(=O)OC)c1 (stereo not drawn)	i	i	27.7	-3.6	i	0.0	i	0.7	i	i	12.0
8	Cc1ccc(S(=O)(=O)CC(=O)N(CCCN(C)C)c2nc3ccc(C)cc3s2)cc1	i	i	3.0	0.8	i	-1.7	i	nt	i	i	nt
9	CC(=O)Nc1ccc(NC(=O)C(C)OC(=O)CCc2c[nH]c3ccccc23)cc1 (stereo not drawn)	i	i	-4.9	-4.2	i	-0.6	i	nt	i	i	nt
10	COc1ccc(CC(=O)NNC(=O)COc2ccc(C)cc2)cc1S(=O)(=O)N1CCOCC1	i	i	8.9	-2.0	i	-3.0	i	nt	i	i	nt
11	CN(C)S(=O)(=O)c1ccc(-c2csc(N/N=C/c3ccc(O)cc3)n2)cc1	i	i	24.1	65.4*	i	2.4	i	1.6	i	i	8.0
12	Cc1cc(C)cc(OCC(=O)N/N=C/c2ccncc2)c1	i	i	28.2	-12.6	i	-0.3	i	6.5	i	i	-22.2
13	Cc1ccc(Nc2nc(NCCCN3CCOCC3)nc(N)c2[N+](=O)[O-])cc1C	i	i	41.2	-4.5	i	-0.7	i	5.2	i	i	-25.9
14	Cc1ccc2c(CN3CCC(C)CC3)cc(=O)oc2c1C	i	i	-125.6	1.9	i	3.6	i	10.5	i	i	-82.9
15	CCN(C(=O)CSc1nnc(-c2ccncc2)o1)c1ccccc1	i	i	13.5	17.1	i	-1.3	i	-1.7	i	i	-12.3
16	COC(=O)c1ccccc1NC(=O)CNCCc1ccc(OC)c(OC)c1	i	i	19.2	-2.2	i	-0.7	i	7.1	i	i	-13.5
17	O=C(NNC(=O)c1ccccc1F)c1cccc(Cl)c1	i	i	8.5	nt	i	0.1	i	-8.7	i	i	-57.9
18	CCCOc1ccc(N2C(=O)CC(N(CCOC34CC5CC(CC(C5)C3)C4)C(C)=O)C2=O)cc1 (stereo not drawn)	i	i	6.7	1.6	i	-0.3	i	5.3	i	i	7.8
19	COc1cccc(NC(=O)c2cnc(SC)nc2)c1	i	i	-38.4	-5.6	i	2.3	i	-9.0	i	i	-24.8
20	COc1ccccc1CN1C2CCCC1CC(NC(=O)/C=C/c1ccccc1)C2 (stereo not drawn)	i	i	-18.7	-9.0	i	-0.5	i	-4.1	i	i	-7.0
21	CCN(CC)CCCNC(=O)CNC(=O)c1nn(-c2ccc(OC)c(OC)c2)c(=O)c2ccccc12	i	i	6.6	3.7	i	-3.0	i	1.7	i	i	8.7
22	Cc1ccccc1CN1CCN(Cc2cc3ccccc3o2)CC1CCO (stereo not drawn)	i	i	10.8	6.5	i	1.0	i	-1.8	i	i	-3.5
23	CSS(=O)(=O)c1cccc2cccnc12	i	i	-0.7	-8.9	i	-0.8	i	-2.4	i	i	-5.4
24	Cc1cccn2cc(-c3ccc(F)cc3)nc12	i	i	-88.0	10.4	i	1.1	i	8.1	i	i	-119.6
25	CC(C)CNS(=O)(=O)c1ccc(CCC(=O)Nc2ccc3c(c2)OCCO3)cc1	i	i	-12.1	-0.2	i	-0.2	i	-0.6	i	i	-8.6
26	CCc1ccc(OCCCC(=O)Nc2ccc(S(=O)(=O)Nc3cc(C)nc(C)n3)cc2)cc1	i	i	-1.4	9.6	i	-0.5	i	3.9	i	i	-12.2
27	COC(=O)CCCC(=O)Nc1ccc(Cl)c(Cl)c1	i	i	-24.7	-2.6	i	-0.1	i	0.9	i	i	6.9
28	Cc1ccc(NC2=NCC(=O)N2c2ccc3c(c2)OCCO3)c(C)c1	i	i	3.6	10.1	i	-0.3	i	-0.2	i	i	-36.6
29	COc1ccccc1NS(=O)(=O)c1cc([N+](=O)[O-])ccc1N/N=C/c1c(C)[nH]c2ccccc12	i	i	4.3	30.8	i	-0.1	i	-1.8	i	i	-4.4
30	CCOC(=O)c1nnn(-c2nonc2N)c1CN(CC)CC	i	i	-2.7	-0.8	i	-0.2	i	3.4	i	i	-28.2
31	CNC(=O)c1ccc(Nc2nnc(-c3ccc(O)cc3)c3ccccc23)cc1	i	i	7.1	21.3	i	-8.5	i	-0.9	i	i	-32.3
32	Cc1cc(-c2nc(C)c(-c3nnc(SCC(=O)Nc4ccccc4)n3C)s2)no1	i	i	-17.5	-4.3	i	-0.9	i	5.9	i	i	-28.9
33	Cc1ccc(/C=C/c2ccc(=O)n(Cc3ccc(F)cc3)n2)cc1	i	i	-26.8	-4.7	i	0.1	i	0.0	i	i	-17.6
34	CC(C)CNC(=O)C(=O)NCc1ccccn1	i	i	-21.7	-1.8	i	-0.1	i	-1.1	i	i	-12.6
35	COc1ccc(OC)c(-c2cc(C(=O)NC3CCCC3)c3ccccc3n2)c1	i	i	6.2	3.5	i	-0.2	i	-3.4	i	i	-4.0
36	Cc1cc(C)c2c(CN3CCCCC3C)cc(=O)oc2c1 (stereo not drawn)	i	i	0.6	5.3	i	-1.1	i	4.1	i	i	-2.0
37	O=C(c1ccc(-n2cncn2)c([N+](=O)[O-])c1)N1CCN(c2cccc(Cl)c2)CC1	i	i	6.1	-5.9	i	-0.5	i	-0.9	i	i	-6.4
38	CCN(CC)C(=O)N1CCN(S(=O)(=O)c2ccccc2)CC1	i	i	17.7	9.0	i	-0.3	i	-5.4	i	i	18.4
39	O=C1/C(=C/c2cccc(F)c2)CSc2sccc21	i	i	-7.1	-1.0	i	-0.1	i	1.4	i	i	-19.9
40	O=C(Nc1nc2ccccc2s1)c1cc2c(s1)-c1ccccc1OC2	i	i	-176.9	0.1	i	1.8	i	-1.6	i	i	-24.7
41	COc1ccc(O)c(C(=O)CC(=O)c2ccccc2C)c1	i	i	-99.6	60.1*	i	1.4	i	1.5	i	i	-166.9
42	COc1cccc(NC(=O)C2CCCN2S(=O)(=O)c2ccc3c(c2)C(C)(C)C(=O)N3C)c1 (stereo not drawn)	i	i	-0.2	6.0	i	0.0	i	-4.3	i	i	-24.1
43	C#CCn1c(=NC(=O)c2ccc(Br)s2)sc2cccc(OC)c21	i	i	-113.0	-10.0	i	2.6	i	-6.7	i	i	-21.8
44	Cc1cc(C)c(C)c(S(=O)(=O)Nc2ccc(O)cc2)c1C	i	i	10.0	1.7	i	-0.2	i	5.0	i	i	10.1
45	O=C1CCC(C(=O)Nc2cccc(Br)c2)N1 (stereo not drawn)	i	i	20.0	-7.2	i	0.1	i	-3.9	i	i	-15.0
46	CCn1c2ccccc2c2cc(NC(=O)COc3ccccc3OC)ccc21	i	i	24.4	13.0	i	0.1	i	12.8	i	i	-12.5
47	COC1CCN(C(=O)C2CCC(=O)N(C3CCCCCC3)C2)CC1 (stereo not drawn)	i	i	-38.5	-11.4	i	0.3	i	0.9	i	i	-60.5
48	CCC1CCCCN1C(=O)NC(=O)c1ccccc1 (stereo not drawn)	i	i	20.4	-0.4	i	0.3	i	5.6	i	i	-44.1
49	Cc1ccc(C)n1NC(=O)c1ccc([N+](=O)[O-])cc1	i	i	23.0	1.0	i	-0.2	i	0.1	i	i	-19.4
50	CN=C(Nc1ccc(Cl)cc1)c1cccc(C(F)(F)F)c1	i	i	9.3	-7.2	i	0.1	i	7.8	i	i	24.8
51	CC(C)(C)NC(=O)C(c1ccccc1F)N(Cc1ccco1)C(=O)c1csnn1 (stereo not drawn)	i	i	-9.4	3.6	i	-0.5	i	-5.4	i	i	-16.6
52	CC(=O)Nc1ccc(S(=O)(=O)N2CCN(C(=O)c3ncoc3-c3cccc(F)c3)CC2)cc1	i	i	-9.4	1.2	i	-0.4	i	2.3	i	i	-5.7
53	CCOC(=O)C1(CCOc2ccccc2)CCN(Cc2ccc(COC)o2)CC1	i	i	-10.4	2.9	i	0.1	i	1.7	i	i	-19.4
54	CC(=O)Nc1ccc(Nc2ncc([N+](=O)[O-])c(Nc3ccc(NC(C)=O)cc3)n2)cc1	i	i	49.9	29.7	i	-0.7	i	-6.6	i	i	-15.7
55	COc1ccc(C(C(=O)NC2CCCC2)N(Cc2cccnc2)C(=O)Cc2cccs2)c(OC)c1 (stereo not drawn)	i	i	-10.5	-2.1	i	1.4	i	-5.5	i	i	-16.1
56	COc1ccc(C(=O)Nc2ccc(NC(=O)C(C)C)nc2)cc1	i	i	7.0	-0.4	i	-0.4	i	-0.5	i	i	-35.0
